Screens (PubChem BioAssay)
UBC13 polyUb = human UBC13 polyubiquitination inhibition | inhibition, % at 20 µM | 330,000 compounds, 0.47% hits | P61088 | UBC13 polyubiquitin chain formation, TR-FRET; in the data active = inhibition above about 45%, passing the limit was not always enough
Jurkat NFkB inh = lowers PMA/ionomycin-induced NF-kB signal in Jurkat cells. PMA/ionomycin-induced NF-kB luciferase reporter, luminescence. inhibition, % at 4 µM. 330,000 compounds, 0.53% hits
SENP8 inh = inhibitors of human SENP8 protease. Q96LD8. purified SENP8, Z-RLRGG-aminoluciferin cleavage, luminescence. inhibition, % at 10 µM. 330,000 compounds, 1.2% hits
Gli-Sufu antag = blocks Gli-Sufu signaling in a luciferase reporter. Sufu-KO-LIGHT fibroblasts, Gli luciferase reporter luminescence. inhibition, % at 5 µM. 340,000 compounds, 0.74% hits;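 active = inhibition above about 55%, limit read from the data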;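 note: 0% = DMSO-treated cells and 100% = wells with medium but no cells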
HKDC1 inhibitor = HKDC1 (human) hexokinase inhibition | Q2TB90 | recombinant HKDC1, G6PDH/diaphorase resazurin coupled fluorescence | inhibition, % at 20 µM | 340,000 compounds, 0.16% hits | AID 493160;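 active = inhibition above about 35% when tested at 20 µM, limit read from the data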;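 note: plate controls were DMSO wells with enzyme for no effect and DMSO wells lacking enzyme for full effect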
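Test system: Recombinant HKDC1 (HK5) hexokinase enzyme, produced in-house | Input: HKDC1 at 5 µg/mL | Buffer or medium: Tris pH 8.0 buffer with MgCl2, Tween-20, BSA, BME | Schedule: 90 min reaction incubation at room temperature, dark | Technique: Resazurin-to-resorufin fluorescence via G6PDH and diaphorase coupling, 525/613 nm | Controls: DMSO wells with and without enzyme mix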
697 NFkB inh = inhibitors of the PMA/ionomycin-induced NF-kB reporter in 697 B cells; inhibition, % at 4 µM; 330,000 compounds, 0.33% hits; 697 B-cell NF-kB luciferase reporter, 16 h; AID 435022; in the data active = inhibition above about 35%
Apaf-1 inh = blocks human Apaf-1 apoptosome activity; O14727; reconstituted apoptosome caspase-3 activity, DEVD-Rh110 fluorescence; inhibition, % at 20 µM; 330,000 compounds, 0.71% hits; AID 489030; active = inhibition of at least 40% at 20 µM;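 note: plate controls were DMSO wells for no effect and DEVD-CHO caspase inhibitor wells for full effect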
Target sequence (O14727 whole entry, looked up): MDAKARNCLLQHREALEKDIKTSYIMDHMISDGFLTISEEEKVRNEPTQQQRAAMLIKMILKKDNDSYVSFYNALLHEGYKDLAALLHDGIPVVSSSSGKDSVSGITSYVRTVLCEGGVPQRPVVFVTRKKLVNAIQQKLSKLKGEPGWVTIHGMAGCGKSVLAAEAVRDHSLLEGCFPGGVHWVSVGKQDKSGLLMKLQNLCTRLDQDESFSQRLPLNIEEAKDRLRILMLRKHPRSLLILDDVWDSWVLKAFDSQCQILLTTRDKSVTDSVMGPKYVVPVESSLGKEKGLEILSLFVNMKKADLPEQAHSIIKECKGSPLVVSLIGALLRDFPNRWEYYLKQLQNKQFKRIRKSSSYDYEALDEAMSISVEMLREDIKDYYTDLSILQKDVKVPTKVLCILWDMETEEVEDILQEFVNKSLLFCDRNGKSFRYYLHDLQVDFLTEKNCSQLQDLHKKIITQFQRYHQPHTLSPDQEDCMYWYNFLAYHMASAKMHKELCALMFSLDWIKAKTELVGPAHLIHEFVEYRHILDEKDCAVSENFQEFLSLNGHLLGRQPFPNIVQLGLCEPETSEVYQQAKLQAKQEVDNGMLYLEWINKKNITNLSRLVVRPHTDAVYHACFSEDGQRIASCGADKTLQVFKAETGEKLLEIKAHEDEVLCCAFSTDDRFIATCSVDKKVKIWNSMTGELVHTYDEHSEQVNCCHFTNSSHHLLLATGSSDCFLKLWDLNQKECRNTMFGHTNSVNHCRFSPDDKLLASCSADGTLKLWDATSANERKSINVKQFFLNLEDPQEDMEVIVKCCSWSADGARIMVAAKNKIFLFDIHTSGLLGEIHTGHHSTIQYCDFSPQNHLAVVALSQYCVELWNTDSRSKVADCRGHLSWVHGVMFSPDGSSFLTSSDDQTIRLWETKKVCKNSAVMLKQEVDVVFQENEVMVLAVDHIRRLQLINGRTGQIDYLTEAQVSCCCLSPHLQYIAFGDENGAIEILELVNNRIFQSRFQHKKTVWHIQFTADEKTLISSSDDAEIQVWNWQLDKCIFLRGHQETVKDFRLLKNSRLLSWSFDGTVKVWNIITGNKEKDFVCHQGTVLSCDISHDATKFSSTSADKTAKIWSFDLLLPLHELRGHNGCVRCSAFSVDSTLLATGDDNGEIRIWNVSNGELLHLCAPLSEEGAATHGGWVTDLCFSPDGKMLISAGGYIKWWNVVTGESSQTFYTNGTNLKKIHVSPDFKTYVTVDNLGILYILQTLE
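Material: biochemical Apaf-1 apoptosome reconstitution. Medium: Hepes buffer, pH 7.5. Also added: cytochrome c activation, bis-DEVD rhodamine 110 substrate. Timing: 30 min compound preincubation, 50 min activation, room temperature. Measured by: rhodamine 110 fluorescence at Ex 480/Em 540 nm.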
SENP7 block = SENP7 protease inhibition; Q9BQF6; recombinant SENP7, Z-RLRGG-aminoluciferin luminescence, 40 min; inhibition, % at 5 µM; 330,000 compounds, 1.5% hits; AID 434973;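 active = inhibition above about 50% at the single test dose, limit read from the data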;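 note: plate controls were DMSO with enzyme for no effect and no enzyme buffer wells for full effect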
* marks the source's active call; other numbers are inactive results. Cut-off read from the data, not from the text of the source, unless noted: active = inhibition above about 50%; inactive = the rest.

SMILES | UBC13 polyUb | Jurkat NFkB inh | SENP8 inh | Gli-Sufu antag | HKDC1 inhibitor | 697 NFkB inh | Apaf-1 inh | SENP7 block
Cc1ccc(C(=O)N/N=C2\CCc3ccccc32)c(C)c1 | 8.0 | -70.5 | -15.3 | -91.8 | -3.8 | -101.8 | -5.7 | -4.2
Cc1cc(C)n(/C(=C\N(C)C)C(=O)c2ccc(Cl)cc2)n1 | -8.5 | -2.3 | 3.7 | 2.2 | 4.1 | 17.8 | -14.0 | -4.4
CC1CCCC(C)N1CCNC(=O)Nc1ccc(Cl)cc1 (stereo not given) | 19.6 | -3.4 | 0.5 | -3.5 | 13.7 | 9.4 | -2.0 | 2.5
CNC(=O)/C(C#N)=C/c1ccc(-c2ccc(OC)cc2[N+](=O)[O-])o1 | -18.5 | -11.4 | 5.5 | 4.8 | 6.4 | -3.4 | 3.8 | 0.0
CC1CCc2ccccc2N1C(=N)N(C)C (stereo not given) | 3.6 | 13.9 | 0.0 | 15.6 | -4.8 | 1.1 | -5.0 | 12.1
Cc1cccc(NC(=O)CSc2nc(N)c(NC(=O)c3ccccc3F)c(=O)[nH]2)c1 | -2.6 | 10.3 | -12.9 | -3.8 | 8.2 | 19.5 | 11.0 | 9.7
CCn1cnc2cc(NCc3ccc(OC)cc3)ccc21 | -7.2 | -52.8 | -6.6 | -28.5 | -2.6 | -41.3 | -9.8 | -4.3
COc1cccc(CN2CC(C(=O)NCc3cnn(C)c3)CCC2=O)c1 (stereo not given) | 2.5 | -7.2 | -2.4 | -0.4 | -9.3 | 18.3 | -13.3 | -5.8
CCOC(=O)c1cccc(NC(=O)CN2C(=O)C3C4C=CC(C4)C3C2=O)c1 (stereo not given) | 1.9 | 1.8 | -7.2 | -2.4 | -3.6 | -9.2 | 3.9 | 1.1
CC(Oc1ccccc1)C(=O)Nc1c2c(nn1-c1ccccc1)CS(=O)(=O)C2 (stereo not given) | -1.0 | 12.6 | 3.4 | 12.0 | -3.9 | -0.7 | -6.1 | 2.4
COc1ccc(-c2nc3scc(-c4ccccc4)n3n2)cc1 | 4.7 | 15.3 | 1.8 | 9.5 | -0.9 | -25.1 | 19.2 | -7.0
c1cn2cc(CSC3CCCCC3)nc2s1 | 2.4 | -69.2 | 11.0 | 8.8 | -1.9 | -89.8 | 1.4 | 9.8
COC(=O)C1=C(C(=O)OC)C(c2cc([N+](=O)[O-])ccc2O)c2sc(=O)[nH]c2S1 (stereo not given) | -30.0 | -1.1 | 4.1 | -2.4 | 7.0 | 19.6 | 2.6 | 12.7
CC(OC(=O)CC1CC2CCC1C2)C(=O)Nc1ccc(N2CCOCC2)cc1 (stereo not given) | -6.8 | -18.1 | -0.9 | -7.6 | -3.2 | 3.2 | 3.7 | 11.0
O=C(NCc1ccccc1)c1ccc(CSc2ccccc2)o1 | 4.6 | -2.3 | 4.0 | -10.7 | -4.2 | 4.0 | 4.6 | -4.1
COc1ccc(N2CCN(C(=O)CSc3nnc4nc(C)cc(C)n34)CC2)cc1 | -6.0 | 0.7 | 3.3 | 12.2 | -9.8 | 6.1 | -10.3 | 8.4
Nc1nonc1C(=O)NCCNCc1ccccc1OCc1ccccc1F | 7.5 | 7.4 | -7.4 | 18.5 | 0.5 | -33.8 | 17.0 | 1.9
CC(=O)Nc1ccc(S(=O)(=O)Nc2nc(C)cc(-n3nc(C)cc3C)n2)cc1 | 0.3 | -10.4 | -0.6 | -18.6 | -1.7 | 19.5 | -5.4 | -4.8
CCOP(=O)(OCC)/C(=C/N1CCCCC1)NC(=O)c1ccccc1 | 6.1 | 1.8 | 0.4 | -4.0 | -11.0 | 11.9 | -4.7 | -0.4
Cc1ccccc1NC(=O)COC(=O)c1c[nH]c(=O)[nH]c1=O | -4.0 | 16.2 | -0.5 | -8.8 | -13.6 | 0.9 | -11.6 | -0.9
Cc1nnc2ccc(N3CCN(c4cccc(C(F)(F)F)c4)CC3)nn12 | -3.3 | -12.7 | -15.8 | 7.3 | -3.0 | -51.5 | 34.2 | -7.8
CC1CCC/C(=N\Nc2ccc(Cl)c(C(=O)O)c2)C1 (stereo not given) | -26.1 | -17.2 | -15.3 | 0.3 | -5.8 | -7.9 | -9.7 | -5.4
COc1cc(/C=C2/SC(=S)N(Cc3ccccc3)C2=O)ccc1O | -63.6 | 0.4 | 0.0 | -5.2 | 1.2 | -6.8 | -6.5 | 4.3
COc1ccc(CNC2CCCCC2)cc1 | 9.1 | 16.2 | -10.0 | -1.7 | -9.4 | 19.7 | -9.6 | 7.5
COc1ccc(/C=C2/CCc3ccccc3C2=O)cc1OC | 16.8 | -7.0 | -2.0 | 1.7 | 15.8 | -142.1 | 4.3 | 40.2
SMILES | UBC13 polyUb | Jurkat NFkB inh | SENP8 inh | Gli-Sufu antag | HKDC1 inhibitor | 697 NFkB inh | Apaf-1 inh | SENP7 block
C/C(N)=C(/C#N)C(=O)CSc1cc(C)c2ccccc2n1 | -3.0 | 10.3 | -5.9 | 2.0 | -10.3 | -0.3 | 0.8 | -2.1
COc1ccc(N2C(=S)NC(C)(C)CC2(C)c2ccc(OC(C)=O)cc2OC(C)=O)cc1 (stereo not given) | -8.2 | 6.9 | -13.9 | -5.5 | -8.8 | -5.2 | 17.1 | -13.4
NC(=O)c1cc([N+](=O)[O-])ccc1N1CCCCC1 | -18.1 | 3.8 | -2.0 | 0.5 | 10.6 | 7.6 | 2.9 | -8.3
Cc1nc(SC(C(=O)c2ccccc2)c2ccccc2)nc2ccccc12 (stereo not given) | 4.0 | -1.1 | 1.7 | 12.4 | 13.3 | -11.6 | 9.5 | 4.1
CSc1ccc(/C=C(\NC(=O)c2ccc(C)cc2)C(=O)NN)cc1 | -2.8 | -10.5 | -1.9 | 1.2 | 6.6 | -9.0 | -20.5 | 0.8
CCN(Cc1nc2cc(Cl)ccc2c(=O)[nH]1)C(=O)C1CC(=O)N(c2cccc3ccccc23)C1 (stereo not given) | 5.5 | 19.8 | 3.4 | 1.4 | 0.8 | 11.5 | 14.5 | 1.4
N=c1c(C(=O)NC2CCCC2)cc2c(=O)n3ccccc3nc2n1CCCN1CCOCC1 | 2.7 | 8.4 | 2.2 | 24.0 | -4.8 | -5.6 | 1.9 | 2.9
CCN1C(=O)c2ccc(C(=O)Nc3nccs3)cc2C1=O | -5.5 | -12.1 | -5.5 | 1.3 | 10.0 | -10.7 | 0.9 | 3.7
COC(=O)[C@H](CCSC)NC(=O)NCCc1ccc(F)cc1 | -0.3 | 11.1 | 3.9 | 3.0 | 12.9 | -3.7 | -11.8 | 5.7
CCOc1ccc(CNC(=O)C(C)n2ccc3cc(S(=O)(=O)N4CCCC4)ccc32)cc1 (stereo not given) | -2.7 | 9.9 | 1.4 | -18.4 | 3.9 | -9.2 | 5.2 | 8.9
CCN(CC)C(=O)C(=O)c1cccn1-c1cccc(OC)c1C#N | 3.0 | 6.8 | 1.5 | -6.3 | -10.1 | 8.7 | -3.9 | -1.7
CCOc1ccc(-n2c(C)nc3cc(C(=O)NCc4ccco4)ccc32)cc1 | -3.0 | -6.1 | 1.9 | -22.3 | 1.7 | 6.2 | 9.7 | 10.6
Cc1ccc(CNC(=O)c2ccc(NC(=O)CCS(=O)(=O)c3cccs3)cc2)cc1 | 5.4 | 7.7 | 5.8 | -8.0 | -5.3 | 14.7 | -2.4 | 8.7
CCCCCCC(=O)N/N=C/Cc1ccccc1 | 6.7 | -9.2 | -2.3 | -4.0 | -6.1 | -1.8 | 12.5 | -2.3
CN(C)C=Nc1c(C(=O)c2ccccc2)sc2nccc(N(C)C)c12 | -11.9 | 0.6 | 3.3 | -28.2 | -8.1 | 10.3 | 2.9 | 4.6
CC(=O)N1N=C(c2ccncc2)OC12CCCCC2 | 4.1 | 3.9 | -3.8 | 5.6 | 4.4 | 16.6 | 3.0 | -1.4
CCC(=O)Nc1sc(C(=O)Nc2ccccc2F)c(C)c1C(=O)OC | 8.1 | -84.0 | 3.6 | -92.7 | 17.2 | -122.0 | -2.1 | -1.3
Cc1ccc(CN2CCN(Cc3ccccc3)C(CCO)C2)s1 (stereo not given) | 1.6 | -5.9 | 0.6 | 12.2 | -1.1 | -19.6 | -6.6 | 4.1
Cc1cc(C(=O)CN2C(=O)CCC2=O)c(C)n1Cc1ccccc1 | -12.0 | 10.1 | -6.6 | 4.4 | -0.5 | -12.7 | 7.4 | -4.6
CCOC(=O)N1CCN(C(=O)c2nn(C)c3c2CSc2ccccc2-3)CC1 | -4.4 | 5.4 | -4.2 | -8.2 | -1.5 | -4.7 | 8.7 | 8.8
O=C(c1ccc(N2CCCS2(=O)=O)cc1)N1CCN(c2ccc(F)cc2)CC1 | 1.1 | 6.1 | -0.2 | -2.1 | -4.3 | -15.6 | -3.7 | -1.5
CC(C)Cn1c(-c2ccc(F)cc2)n[nH]c1=S | 9.4 | 8.8 | 7.1 | 10.1 | -8.9 | 3.7 | -0.4 | 4.7
O=C(Nc1ccc(S(=O)(=O)Nc2ccccn2)cc1)C(F)(F)F | 10.4 | 16.2 | 4.4 | -0.6 | -9.1 | 10.2 | -9.0 | 3.3
COC(=O)[C@@H](NC(=O)Nc1ccc(OC(F)(F)F)cc1)C(C)C | -2.0 | -3.2 | -6.1 | -3.0 | -10.0 | 13.2 | -2.8 | -2.5
O=c1cc2c(nn1Cc1ccccc1Cl)-c1ccccc1CC2 | 5.5 | 1.8 | 5.0 | -0.7 | 2.6 | 10.7 | 11.6 | 9.2

Record cards, from the list above. Order of values: UBC13 polyUb | Jurkat NFkB inh | SENP8 inh | Gli-Sufu antag | HKDC1 inhibitor | 697 NFkB inh | Apaf-1 inh | SENP7 block
Listed for Cc1cc(C(=O)CN2C(=O)CCC2=O)c(C)n1Cc1ccccc1 = -12.0 | 10.1 | -6.6 | 4.4 | -0.5 | -12.7 | 7.4 | -4.6
Listed for Cc1ccc(CNC(=O)c2ccc(NC(=O)CCS(=O)(=O)c3cccs3)cc2)cc1 = 5.4 | 7.7 | 5.8 | -8.0 | -5.3 | 14.7 | -2.4 | 8.7
Listed for COC(=O)[C@H](CCSC)NC(=O)NCCc1ccc(F)cc1 = -0.3 | 11.1 | 3.9 | 3.0 | 12.9 | -3.7 | -11.8 | 5.7
Listed for C/C(N)=C(/C#N)C(=O)CSc1cc(C)c2ccccc2n1 = -3.0 | 10.3 | -5.9 | 2.0 | -10.3 | -0.3 | 0.8 | -2.1
Listed for NC(=O)c1cc([N+](=O)[O-])ccc1N1CCCCC1 = -18.1 | 3.8 | -2.0 | 0.5 | 10.6 | 7.6 | 2.9 | -8.3

Further results
SMILES | UBC13 polyUb | Jurkat NFkB inh | SENP8 inh | Gli-Sufu antag | HKDC1 inhibitor | 697 NFkB inh | Apaf-1 inh | SENP7 block
CSCCC(NC(=O)c1ccccc1Cl)C(=O)N1CCN(c2ccccn2)CC1 (stereo not given) | 6.3 | 0.9 | -1.3 | 0.8 | -5.9 | -10.0 | -7.9 | -3.9
CC(C)Oc1ccc(C(=O)Nc2ccc(S(=O)(=O)N3CCN(C)CC3)cc2)cc1 | 1.8 | -1.2 | -8.7 | 12.3 | 4.4 | -12.5 | -3.3 | -8.8
O=C(NCCCN1CCOCC1)c1cc(-c2ccccc2F)no1 | 0.2 | -41.9 | 4.8 | -0.1 | -3.5 | -8.9 | -5.0 | 1.6
Cn1c(CC(=O)c2ccc(Br)cc2)[n+](C)c2ccccc21 | -5.9 | -14.2 | -8.4 | -20.9 | -4.3 | -3.6 | -3.7 | -11.6
COc1cccc(C(=O)NCCCNC(=O)c2ccccn2)c1 | 5.1 | -1.0 | 1.6 | 17.5 | -1.6 | 28.7 | 2.8 | -2.0
O=C(Nc1ccc(Br)cc1)C1C2C=CC3(O2)C1C(=O)N(CCN1CCOCC1)C3C(=O)NC1CCCCC1 (stereo not given) | 2.2 | -1.4 | 8.0 | -20.0 | -4.8 | 15.2 | 6.2 | -4.0
O=C(CCCc1nc2ccccc2s1)NCc1ccccc1F | -22.9 | -9.6 | -6.6 | 0.5 | 12.3 | -10.4 | 7.5 | -5.4
CCOc1ccc(OCC(=O)OCC(=O)NCC2CCCO2)cc1 (stereo not given) | 7.2 | 1.9 | -4.1 | -0.6 | -5.2 | 5.7 | 0.4 | 1.0
